# SMN2 splice up: qHTS Assay for Enhancers of SMN2 Splice Variant Expression. HEK293 SMN2-luciferase splicing reporter, luminescence, 30-36 h. AID 1458, 2008. Potency, µM (highest dose often 46.1 µM), without a hit: at the top dose activity change, positive = activation, usual class: activators. 210,000 tested, 2.8% active; note: % of control where 0% means no effect; nearly all actives have a fitted effect of over 55% in size
#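 qHTS luciferase splicing reporter: luminescence rises when SMN2 exon 7 is included in transfected HEK293 cells. Compound exposure lasted 30-36 h at 37C, with 4.5 mM final sodium butyrate as control, followed by a ONE-Glo read.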
# NPSR antagonist: qHTS Assay for Antagonists of the Neuropeptide S Receptor: cAMP Signal Transduction | CHO-NPSR cells, cAMP TR-FRET, antagonist mode | AID 1461, 2008 | 220,000 tested, 1% active | Potency, µM (titrated, usually from 38.3 µM), without a hit: top-dose activity change, negative = inhibition, actives largely listed as inhibitors; note: % is set by controls: 0 for no effect and ±100 for the full control effect; nearly all actives have a fitted effect of over 50% in size; many of its hits are not listed in these tables
# Target sequence (Q6W5P4 whole entry, looked up): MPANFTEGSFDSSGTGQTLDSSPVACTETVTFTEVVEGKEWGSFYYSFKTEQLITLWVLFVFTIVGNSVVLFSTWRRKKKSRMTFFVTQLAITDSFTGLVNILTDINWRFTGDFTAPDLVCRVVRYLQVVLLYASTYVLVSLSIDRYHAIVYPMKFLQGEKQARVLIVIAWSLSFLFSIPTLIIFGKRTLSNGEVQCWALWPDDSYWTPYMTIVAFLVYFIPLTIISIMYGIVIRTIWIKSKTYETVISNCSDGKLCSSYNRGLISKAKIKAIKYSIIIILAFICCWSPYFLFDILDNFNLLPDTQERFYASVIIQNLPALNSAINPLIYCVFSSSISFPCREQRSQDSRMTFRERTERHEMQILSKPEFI
# RECQ1 helicase: qHTS Assay for Inhibitors of RecQ-Like Dna Helicase 1 (RECQ1). Potency, µM (series often up to 57.3 µM), for the others: at the highest dose activity, negative = inhibition, most hits filed as inhibitors. 240,000 tested, 0.54% active. RECQ1 DNA unwinding, red fluorescence kinetic read. ATP-dependent DNA helicase Q1 (Homo sapiens), P46063;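 note: plate controls were vehicle for no effect and no enzyme for full effect; nearly all actives have a fitted effect of over 30% in size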
#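 RECQ1T1 50 nM; forked duplex (20 bp + 30-nt ss tails) 200 nM, ATP 2 mM final; pH 8.0, 2 mM MgCl2, 2.5 ug/ml poly(dI-dC); 15 min compound preincubation; discontinuous kinetic read over 2 h at RT.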
# GoLoco inh red: qHTS Assay for Inhibitors of RGS12 GoLoco Motif Activity (Red Fluorophore); Guanine nucleotide-binding protein G(i) subunit alpha-1 (Homo sapiens), P63096; Gai1:RGS12 GoLoco peptide FP, rhodamine, 10 min; Potency, µM (doses to about 61.6 µM), inactives show top-dose activity, negative = inhibition, usual class: inhibitors; 230,000 tested, 0.44% active; AID 880, 2007; active = well fitted inhibition curve with a large enough effect, not every such curve was filed as active; inactive = no such curve, though single readings can be large or run the other way; note: % is set by controls: 0 for no effect and ±100 for the full control effect; nearly all actives have a fitted effect of over 30% in size; many of its hits are not listed in these tables
# Target sequence (P63096 whole entry, looked up): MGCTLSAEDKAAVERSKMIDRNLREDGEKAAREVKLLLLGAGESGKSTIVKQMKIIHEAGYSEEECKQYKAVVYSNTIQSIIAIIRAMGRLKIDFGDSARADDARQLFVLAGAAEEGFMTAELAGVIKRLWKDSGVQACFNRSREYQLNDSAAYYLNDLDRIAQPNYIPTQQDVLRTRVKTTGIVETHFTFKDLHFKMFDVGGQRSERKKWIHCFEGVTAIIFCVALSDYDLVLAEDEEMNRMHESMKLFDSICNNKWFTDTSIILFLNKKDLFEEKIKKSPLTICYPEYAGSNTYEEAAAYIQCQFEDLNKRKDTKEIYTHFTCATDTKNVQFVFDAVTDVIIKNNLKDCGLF
# Luc counter: Counterscreen for Luciferase (Kinase-Glo TM) Inhibition; Luciferin 4-monooxygenase (Photuris pensylvanica), Q27757; Kinase-Glo luciferase, ATP luminescence, 8 min; Potency, µM (doses to about 38.3 µM), inactives show at the highest dose activity change, negative = inhibition, hits mostly inhibitors; 200,000 tested, 0.28% active; note: % is set by controls: 0 for no effect and ±100 for the full control effect; nearly all actives have a fitted effect of over 60% in size
#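 Compounds were added to a substrate mix at pH 7.2 (50 mM imidazole, 10 uM ATP, within the enzyme's linear range), followed by Kinase-Glo detection reagent; luminescence was measured after 8 minutes at ambient temperature.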
# JMJD2E inh: qHTS Assay for Inhibitors of Human Jumonji Domain Containing 2E (JMJD2E) | JMJD2E catalytic domain, FDH-coupled NADH fluorescence (FDH is formaldehyde dehydrogenase) | Lysine-specific demethylase 4E (Homo sapiens), B2RXH2 | Potency, µM (doses to about 57.1 µM), inactives show at the highest dose activity change, negative = inhibition, most hits filed as inhibitors | 230,000 tested, 1.6% active; active = well fitted inhibition curve with a large enough effect, not every such curve was filed as active; inconclusive = small, poorly fitted or top-dose-only effect, or another doubt; inactive = no such curve, though single readings can be large or run the other way;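 note: 0% = wells with enzyme and -100% = buffer wells without enzyme; nearly all actives have a fitted effect of over 50% in size; many of its hits are not listed in these tables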
# Target sequence (B2RXH2 1-337 limits assumed): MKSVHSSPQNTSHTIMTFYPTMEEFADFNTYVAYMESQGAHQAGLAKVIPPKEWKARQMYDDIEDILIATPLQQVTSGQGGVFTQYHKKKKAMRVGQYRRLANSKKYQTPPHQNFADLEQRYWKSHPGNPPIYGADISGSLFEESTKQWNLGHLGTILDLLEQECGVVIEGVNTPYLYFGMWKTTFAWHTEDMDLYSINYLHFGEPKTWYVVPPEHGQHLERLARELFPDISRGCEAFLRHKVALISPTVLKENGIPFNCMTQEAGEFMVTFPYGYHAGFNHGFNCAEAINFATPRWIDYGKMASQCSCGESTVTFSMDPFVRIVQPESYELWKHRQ
# IMPase Li cell: qHTS Assay for Identifying the Cell-Membrane Permeable IMPase Inhibitors: Potentiation with Lithium | CHO-M1 cells, IP1 TR-FRET (IP-One), carbachol + lithium | AID 1457, 2008 | 210,000 tested, 0.35% active | Potency, µM (series often up to 59.4 µM), for inactives: at the highest dose activity, negative = IMPase inhibition, actives largely listed as inhibitors;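 note: IP1 builds up when IMPase is blocked and the TR-FRET signal falls; plate controls were basal vehicle for no effect and high inhibitor control for full effect; nearly all actives have a fitted effect of over 50% in size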
#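 IP1 accumulation measured by competitive TR-FRET in lysed CHO-M1 cells after 30 min compound exposure at 37C, with a small lithium addition to potentiate weak responses. Hill-equation AC50 from ratio and donor-channel data.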
# Epigenetic derep: Quantitative High-Throughput Screen for Regulators of Epigenetic Control; murine LDR cells, GFP reporter derepression, 30 h; Potency, µM (series often up to 53.9 µM), inactives show at the highest dose GFP activation, hits mostly activators; 280,000 tested, 0.2% active; AID 1865, 2009; note: % of control where 0% means no effect; nearly all actives have a fitted effect of over 60% in size
#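 Readout is the number of GFP-expressing murine LDR cells, counted by cytometry following washing. Cells were treated with compound for 30 h at 37 C; the stably integrated CMV-GFP locus is normally silent.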
# Numbers without * were called inactive; i = inactive; u = inconclusive; x = not tested or not shown; [ ] = dose if it differs, or a comment. Unless noted, calls come from the whole dose curve; as a rule, active = well fitted curve in the direction sought with a large enough effect; inconclusive = small, poorly fitted or top-dose-only effect, or another doubt; inactive = no such curve, though single readings can be large; an effect the other way counts as inactive or inconclusive. Potency is the fitted concentration of half-maximal effect. An excerpt; rates above refer to the full screens.
SMILES,SMN2 splice up,NPSR antagonist,RECQ1 helicase,GoLoco inh red,Luc counter,JMJD2E inh,IMPase Li cell,Epigenetic derep
CC/C(=N/NS(=O)(=O)c1ccc(Cl)cc1)c1ccc(O)cc1,-5%,4%,-5%,6%,-3%,-1%,-1%,0.0%
O=C(Nc1ccc(F)cc1F)Nc1sccc1-c1nc2ccccc2s1,x,-54%,-5%,24%,x,-12%,x,0.0%
O=C1CC(c2cc([N+](=O)[O-])ccc2Cl)c2c(ccc3ccccc23)N1 (stereo not given),-13%,-36%,-1%,1%,3%,7%,-1%,0.0%
O=[N+]([O-])c1c(NCCCO)cc(N2CCN(Cc3ccc4c(c3)OCO4)CC2)c2nonc12,-75%[inhibitor],16%,-1%,9%,-1%,1%,16%,0.0%
O=C1NC(=O)C(CC(=O)N(Cc2ccco2)C2(C(=O)NC3CCCC3)CCCCC2)N1 (stereo not given),13%,0%[46.1 µM],7%,-20%,-5%,-1%,19%[38.3 µM],1.0%
CCOC(=O)CNc1ccc(C(=O)OCC)cc1[N+](=O)[O-],8%,23%,-15%,6%,0%,1%,-8%,1.0%
O=C(CSc1nc(-c2ccccc2)nc2ccc(F)cc12)Nc1ccc(C(=O)O)cc1,4%,-33%,-2%,17%,3%,-9%,5%,-4.8%
NC(=O)CCC(C(=O)O)N1C(=O)c2ccc(O)cc2C1=O (stereo not given),x,10%,-1%,12%,x,0%,x,0.1%
Cc1ccc(-c2c(C#N)c(N)nc3c2CCCCC3)o1,-18%,4%[46.1 µM],-12%,-9%,-9%,u,-5%[38.3 µM],1.7%
COCCOC(=O)CC1=NC(=O)CS1,11%,-16%[46.1 µM],-3%,8%,0%,3%,20%[38.3 µM],3.2%
O=C(CC1(O)C(=O)Nc2ccccc21)c1cccc(Br)c1 (stereo not given),18%,14%,6%,9%,0%,5%,-5%,-1.9%
O=C(Nc1ccccc1)Nc1cccc(-c2cn3cccnc3n2)c1,-1%,8%,i,11%,-3%,u,-2%,-0.1%
O=C(COc1ccccc1C(=O)N/N=C\c1ccc(O)c(O)c1)N/N=C/c1ccc(O)c(O)c1,u,-15%[46.1 µM],1µM*,-20%,-4%,13µM*,-22%[38.3 µM],-1.9%
CC(C)CC(c1nnnn1Cc1ccco1)N1CCN(C2CCCC2)CC1 (stereo not given),-17%,-10%[46.1 µM],i,5%,10%,-4%,7%[38.3 µM],-2.1%
O=C1CCCC(=O)N1c1ccc(N2CCOCC2)c([N+](=O)[O-])c1,-6%,29%,-1%,2%,0%,0%,2%,-2.0%
COc1ccc(-c2ccc(C#N)c(SCC(=O)OCc3ccccc3)n2)cc1OC,-11%,-8%[46.1 µM],-12%,5%,-2%,u,-29%[38.3 µM],-1.0%
COc1cccc(CC(=O)Nc2nc(-c3cccnc3)cs2)c1,-19%,8%,-2%,10%,1%,-11%,8%,-1.1%
CCC(C)(C)n1nnnc1C(c1cccs1)N1CCN(c2nc3ccccc3s2)CC1 (stereo not given),x,u,-7%,x,x,4%,x,-6.7%
C/C(=N\NC(=O)COc1ccccc1-c1ccccc1)c1ccc(O)cc1O,x,u,4%,-6%,x,u,x,-1.1%
O=C(NCc1ccc(F)cc1)c1cc2n(n1)C(C(F)(F)F)CC(C1CC1)N2 (stereo not given),-5%,-2%[46.1 µM],-8%,8%,1%,0%,-4%[38.3 µM],0.8%
CCCNC(=O)COc1ncnc2sccc12,-1%,5%,-4%,11%,-1%,-6%,6%,2.6%
COC(=O)CSc1nnc(Cc2ccccc2)n1-c1ccc(C)cc1,-2%,-1%,-1%,-3%,1%,8%,6%,-1.0%
COc1ccc(CN2CC34C=CC(O3)C(C(=O)O)C4C2=O)cc1 (stereo not given),8%,-7%[46.1 µM],-3%,11%,16%,0%,-6%[38.3 µM],-2.2%
CCN(CC(=O)Nc1cccc(C#N)c1)CC(=O)Nc1cccc(OC)c1,3%,-11%,-4%,5%,0%,-3%,12%,3.4%
NCC1CCCCC1CC(=O)O (stereo not given),4%,x,i,5%,-8%,-6%,17%,-0.5%

# Compound profiles, as listed above:
# Entry for O=C1CC(c2cc([N+](=O)[O-])ccc2Cl)c2c(ccc3ccccc23)N1 (stereo not given) → SMN2 splice up: -13%; NPSR antagonist: -36%; RECQ1 helicase: -1%; GoLoco inh red: 1%; Luc counter: 3%; JMJD2E inh: 7%; IMPase Li cell: -1%; Epigenetic derep: 0.0%
# Entry for O=C1NC(=O)C(CC(=O)N(Cc2ccco2)C2(C(=O)NC3CCCC3)CCCCC2)N1 (stereo not given) → SMN2 splice up: 13%; NPSR antagonist: 0%[46.1 µM]; RECQ1 helicase: 7%; GoLoco inh red: -20%; Luc counter: -5%; JMJD2E inh: -1%; IMPase Li cell: 19%[38.3 µM]; Epigenetic derep: 1.0%
# Entry for CC/C(=N/NS(=O)(=O)c1ccc(Cl)cc1)c1ccc(O)cc1 → SMN2 splice up: -5%; NPSR antagonist: 4%; RECQ1 helicase: -5%; GoLoco inh red: 6%; Luc counter: -3%; JMJD2E inh: -1%; IMPase Li cell: -1%; Epigenetic derep: 0.0%

# More compounds:
SMILES,SMN2 splice up,NPSR antagonist,RECQ1 helicase,GoLoco inh red,Luc counter,JMJD2E inh,IMPase Li cell,Epigenetic derep
O=C(c1ccco1)N1CCN(C(=O)N2c3ccccc3Sc3ccccc32)CC1,3%,u,0%,5%,3%,11%,36%[activator][38.3 µM],1.2%
Cc1ccc(C)c(N2CCN(C(=O)c3ccccc3Br)CC2)c1,26%,-9%[46.1 µM],-5%,7%,1%,5%,13%[38.3 µM],-1.1%
COc1cc(NC(=O)c2cc3nc(-c4ccccc4)cc(-c4ccccc4)n3n2)cc(OC)c1OC,-2%,-10%[46.1 µM],-17%,0%,1%,u,-3%[38.3 µM],3.6%
COc1ccc(C2=NOC(C(=O)N3CCCc4ccccc43)C2)cc1 (stereo not given),0%,-21%[46.1 µM],-9%,-7%,-5%,0%,13%[38.3 µM],1.2%
Cc1ccc(C(=O)NCC(=O)Nc2cccc(S(=O)(=O)NC3=NCCCCC3)c2)cc1C,6%,0%,i,-7%,1%,10%,1%,2.3%
CC(=O)Oc1ccc(N2C(=O)CCC2=O)cc1,23%,-5%[46.1 µM],0%,-11%,-1%,-7%,9%[38.3 µM],0.0%
CCOc1ccc(CCNC(=O)CCN2C(=O)COc3ccccc32)cc1OCC,1%,-2%[46.1 µM],-1%,2%,-4%,10%,-5%[38.3 µM],-0.9%
CC(=O)NC(c1ccccc1)c1cccnc1 (stereo not given),3%,6%[46.1 µM],-9%,2%,2%,-4%,-8%[38.3 µM],0.0%
CC(NC(=O)COc1ncnc2cc([N+](=O)[O-])ccc12)c1ccccc1 (stereo not given),2%,2%,15%,9%,0%,-9%,-7%,-1.9%
CCOC(=O)Nc1ccc2c(c1)N(C(=O)CN1CCN3CCCC3C1)c1ccccc1CC2 (stereo not given),6%,-14%[46.1 µM],-11%,10%,15%,-1%,11%[38.3 µM],0.8%
COc1ccc([N+](=O)[O-])cc1-n1cnnn1,x,-18%,-1%,-4%,-3%,-19%,3%,-4.0%
COc1ccccc1OCCNc1cc(N2CCOCC2)ccc1[N+](=O)[O-],21%,9%[46.1 µM],-3%,-3%,-4%,1%,9%,0.9%
c1ccc(Nc2ccccn2)cc1,14%,18%[46.1 µM],i,13%,-4%,7%,23%[38.3 µM],-1.0%
CCCCNC(=O)Nc1cc(C(F)(F)F)c[nH]c1=O,25%,1%[46.1 µM],-9%,11%,-2%,3%,24%[38.3 µM],0.0%
Clc1ccccc1-c1nccc(-n2ccnc2)n1,1%,x,2%,5%,-3%,-6%,7%,2.5%
COc1cccc(C(CC(=O)NCc2ccco2)NS(=O)(=O)c2ccc(C)cc2)c1OC (stereo not given),18%,5%[46.1 µM],6%,-6%,-2%,-15%,10%,1.8%
N=c1oc2ccccc2cc1-c1nc(-c2ccccc2)cs1,2%,u,-6%,16%,-1%,3%,-5%,0.0%
CCn1c2ccccc2c2cc(NC(=O)COc3ccccc3)ccc21,-13%,-8%,-10%,13%,-1%,16%,-3%,-3.0%
C(/CCc1ccccc1)=N\Nc1nc2ccccc2[nH]1,9%,-8%,-16%,18%,-6%,-9%,28%,-1.1%
Oc1c(Cl)cc(Cl)c(Cl)c1Cl,0%,x,0%,4%,x,x,-16%,x
COc1ccccc1CNC(=O)C1CCN(C(=O)N(C)C)CC1,3%,-8%[46.1 µM],i,6%,-4%,7%,-2%[38.3 µM],0.3%
O=C(Nc1ccccc1)c1nnsc1S(=O)c1ccc(Cl)cc1 (stereo not given),-2%,u,7%,-4%,-2%,2%,18%[38.3 µM],-1.0%
COc1ccccc1-c1cc(C(F)(F)F)nc(NCc2ccco2)n1,-28%,u,-8%,12%,-2%,u,13%[38.3 µM],-1.1%
Cn1nc(C(F)(F)F)c2cc(NC(=O)OCc3ccc(F)cc3)sc21,-8%,-18%[46.1 µM],i,2%,4%,-4%,4%[38.3 µM],-1.1%
CC1=CSC2=NC(C(F)(F)F)(C(F)(F)F)NC(=O)N12,x,-15%,-4%,12%,x,14%,x,-0.1%
O=C(C(Cc1ccccc1)n1cccc1)N1CCN(C2CCCCC2)CC1 (stereo not given),-9%,-11%[46.1 µM],-6%,19%,0%,1%,15%[38.3 µM],0.7%
CC(C)C[C@@H](CC(=O)N[C@@H](CCC(=O)O)CC(=O)O)NC(=O)[C@@H]1CNCC[C@H]1NC(=O)C[C@H](CCCN)NC(=O)C[C@H](Cc1c[nH]c2ccccc12)NC(=O)[C@@H]1CCCC[C@H]1N,9%,x,-7%,4%,3%,-18%,9%,-1.1%
CC(=O)OC1CC2C(C)(C)C(=O)[C@@H]3OC3[C@@]2(C)C2CC[C@]3(C)C(=CC(=O)OC3c3ccoc3)[C@]12C (stereo not given in full),-4%,x,1%,0%,-1%,0%,0%,-1.7%

# Compound activity as filed in PubChem.
